HSF1 activator: increases HSF-1 driven luciferase reporter signal; NIH3T3-HGL HSF-1 luciferase reporter, MG132, 8 h; 100% = twice DMSO control signal; activation, % at 9 µM; actives 1.7% (n = 300,000); AID 504408;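 active = mean replicate activation of at least 50% with a set share of replicates each reaching 50%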;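 also: 0% = median of the neutral control wells and 100% = twice that signal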
aSyn UTR inh: 5' untranslated region of α-synuclein, MLPCN primary screen; actives 0.82% (n = 300,000); inhibition, % (tested at 7.5 µM); alpha-synuclein 5'UTR reporter, inhibitor activity; in the data active = inhibition above about 60%;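 also: H4 neuroglioblastoma cells stably carrying SNCA 5'UTR luciferase fusion; 0% = DMSO wells and 100% = positive control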
HSF1 inh: HSF1 inhibition; NIH3T3-HGL HSE-luciferase, MG132-induced, luminescence 8 h; active compounds read low; actives 0.77% (n = 300,000); activity change, negative = inhibition, % at 7.5 µM (by protocol); AID 2098;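 active = more than half of replicate wells show activity change below -50%, luminescence cut by over half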;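 also: luciferase reports HSF-1 transcriptional activity via heat shock element; 0% = median of DMSO wells and -100% = zero luminescence signal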
HIF act: HIF pathway transcriptional activation; activation, % at 7.5 µM (by protocol); AID 1910; U2OS HRE-luciferase reporter, luminescence; normalized: DMSO 0%, desferrioxamine 100%; actives 0.32% (n = 300,000);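 active = mean activation of at least 10% of the iron chelator positive control signal, with at least half of replicates also reaching 10%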
KLF5 inhibitor: suppresses KLF5 promoter-driven expression; actives 0.23% (n = 290,000); DLD-1 KLF5 promoter-luciferase reporter, luminescence; inhibition, % at 5 µM;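 active = inhibition above a per-plate limit of that plate's mean compound inhibition plus 3 SD, cut at about 60% in these data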;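 also: 0% = DMSO wells and 100% = LY294002 at 200 µM; higher means less KLF5 promoter-driven luciferase light; inactives centre near -14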
HSP90 refold inh: blocks HSP90-mediated luciferase refolding in reticulocyte lysate; Rabbit reticulocyte lysate, luciferase refolding luminescence, 3 h; inhibition, % at 5.6 µM; actives 0.91% (n = 290,000); AID 1789;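 active = inhibition above the screen-wide mean plus 3 SD, computed separately per campaign, cut at about 16% in these data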;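 also: 0% = DMSO wells and 100% = 60 µM geldanamycin wells; inhibitors lower the luminescence because luciferase stays unfolded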
HDAC3 inhib: inhibitors of human histone deacetylase 3; recombinant HDAC3, fluorogenic peptide/trypsin coupled, fluorescence; O15379; actives 0.15% (n = 320,000); inhibition, % at 8.3 µM; in the data active = inhibition above about 26%, passing the limit was not always enough
Target sequence (O15379 whole entry, looked up): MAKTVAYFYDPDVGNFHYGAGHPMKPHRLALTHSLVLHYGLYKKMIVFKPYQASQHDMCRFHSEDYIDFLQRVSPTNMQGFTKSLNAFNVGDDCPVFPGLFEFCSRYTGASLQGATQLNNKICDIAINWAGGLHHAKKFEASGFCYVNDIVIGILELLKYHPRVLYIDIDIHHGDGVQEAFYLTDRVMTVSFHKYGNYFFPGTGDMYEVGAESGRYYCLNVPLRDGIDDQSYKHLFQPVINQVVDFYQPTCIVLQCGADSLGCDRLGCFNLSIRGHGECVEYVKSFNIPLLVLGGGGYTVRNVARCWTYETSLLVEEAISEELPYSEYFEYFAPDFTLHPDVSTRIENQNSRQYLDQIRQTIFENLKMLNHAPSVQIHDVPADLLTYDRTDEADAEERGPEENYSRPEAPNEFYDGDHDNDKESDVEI
AI-2 QS mod: Vibrio harveyi AI-2 quorum sensing modulation. Vibrio harveyi JMH597 AI-2 luminescence/OD600 ratio, 9 h; active compounds read low; strain lacks LuxN and CqsS sensors; 0 = neutral-control median. activity change, % at 7.5 µM. actives 0.4% (n = 300,000). AID 2094; in the data active = activity change below about -75%, passing the limit was not always enough;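 also: luminescence divided by OD600 gain over 9 h not by final OD600 alone; inactives centre near 13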
Platelet DG rel: modulates dense granule release in human platelets | human platelet-rich plasma, SFLLRN dense granule ATP release, luminescence | AID 1663 | inhibition, %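 (compounds screened at 7.5 µM in platelet-rich plasma)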 | actives 0.22% (n = 300,000);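 active = mean replicate score, as percent of positive control, at or above 50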
IEC-6 tox: IEC-6 cytotoxicity, counter-screen for KLF5 inhibitors; inhibition, % at 5 µM; actives 0.78% (n = 290,000); luminescence viability; in the data active = inhibition above about 22%;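 also: 0% = plate median of test compound wells and 100% = cytotoxic reference compound wells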
The depositor's hits bear a star; x = no result given.

1: Cc1ccccc1OCC(=O)NNC(=O)c1cc(S(=O)(=O)N2CCOCC2)ccc1N1CCCC1
2: Nc1c(Cl)ncnc1NCC(O)CO (stereo not drawn)
3: Cc1ccc(OCCNC(=O)c2cc(C(=O)NCCOc3ccc(C)cc3)cc([N+](=O)[O-])c2)cc1
4: O=C(CSc1nc(-c2ccco2)cc(C(F)(F)F)n1)NCCc1ccccc1
5: O=C(COC(=O)c1cccc(Br)c1)NCCNC(=O)COC(=O)c1cccc(Br)c1

entry no.	1	2	3	4	5
HSF1 activator	2.3	x	9.1	-15.4	12.4
aSyn UTR inh	2.3	x	27.1	49.3	2.2
HSF1 inh	2.2	x	6.4	-8.8	-1.4
HIF act	1.6	x	0.1	0.2	-0.3
KLF5 inhibitor	x	19.2	-10.1	-17.5	-17.3
HSP90 refold inh	x	3.9	-1.2	-2.4	-5.0
HDAC3 inhib	-3.9	-1.6	16.6	12.7	-4.4
AI-2 QS mod	-6.2	1.9	7.7	18.6	44.6
Platelet DG rel	8.5	x	5.9	1.3	1.3
IEC-6 tox	x	-1.3	5.0	3.2	-2.7

6: O=C1CC(C(=O)O)S/C(=N\NC(=O)c2ccc(F)cc2)N1 (stereo not drawn)
7: COc1ccccc1CC(NC(C)=O)C(=O)N1CCN(C(=O)Nc2ccccc2Cl)CC1 (stereo not drawn)
8: COc1cc(C(=O)N2CCN(C(=O)C3COc4ccccc4O3)CC2)cc(OC)c1OC (stereo not drawn)
9: Cc1c(Cl)cccc1NC(=S)NCCN1CCOCC1
10: CCOC(=O)C1=C(C)OC(N)=C(C#N)C1c1cc(OC)c2c(c1)OCO2 (stereo not drawn)

entry no.	6	7	8	9	10
HSF1 activator	-2.9	-2.9	5.7	1.6	-0.6
aSyn UTR inh	-22.0	10.0	-7.1	12.7	-20.1
HSF1 inh	1.3	1.6	-4.9	0.6	5.3
HIF act	-0.8	-0.5	-0.4	-0.4	-0.1
KLF5 inhibitor	-16.2	-21.7	-28.3	-7.3	-57.4
HSP90 refold inh	-2.6	5.7	2.3	-1.0	-3.2
HDAC3 inhib	-2.8	5.3	6.4	-2.4	0.5
AI-2 QS mod	19.9	9.2	4.4	17.9	2.0
Platelet DG rel	7.1	-17.7	-5.2	9.0	4.2
IEC-6 tox	1.9	-3.7	-1.9	0.7	-6.5

11: CCCn1c2ccccc2c2cnn(CC(=O)N3CCOCC3)c(=O)c21
12: CCOc1ccccc1N(CC(=O)Nc1ccccc1C(=O)OC)S(C)(=O)=O
13: CC(C)(C)CC(C)(C)c1ccc(O)c(CN2CCN(CCC#N)CC2)c1
14: COc1cccc(/C=N/NC(=S)NCCc2ccccc2)c1OC
15: Cc1ccc(NC2CCCN(C(=O)CCCN3CCCCC3=O)C2)cc1C (stereo not drawn)

entry no.	11	12	13	14	15
HSF1 activator	-6.9	-6.8	10.7	-3.1	6.8
aSyn UTR inh	16.0	-0.2	14.4	1.5	-20.8
HSF1 inh	0.9	9.1	6.9	-2.2	6.6
HIF act	-0.3	-0.3	-1.6	0.5	1.3
KLF5 inhibitor	-22.1	5.9	-27.1	-20.4	-30.4
HSP90 refold inh	9.5	2.7	0.3	-0.8	-1.6
HDAC3 inhib	-6.9	2.7	0.7	8.2	14.5
AI-2 QS mod	3.6	16.8	18.5	13.1	15.0
Platelet DG rel	-20.3	6.1	-8.8	4.1	2.7
IEC-6 tox	5.4	-1.4	-3.7	-4.8	-1.0

Reprinted: nos. 7 to 12
7: COc1ccccc1CC(NC(C)=O)C(=O)N1CCN(C(=O)Nc2ccccc2Cl)CC1 (stereo not drawn)
8: COc1cc(C(=O)N2CCN(C(=O)C3COc4ccccc4O3)CC2)cc(OC)c1OC (stereo not drawn)
9: Cc1c(Cl)cccc1NC(=S)NCCN1CCOCC1
10: CCOC(=O)C1=C(C)OC(N)=C(C#N)C1c1cc(OC)c2c(c1)OCO2 (stereo not drawn)
11: CCCn1c2ccccc2c2cnn(CC(=O)N3CCOCC3)c(=O)c21
12: CCOc1ccccc1N(CC(=O)Nc1ccccc1C(=O)OC)S(C)(=O)=O

entry no.	7	8	9	10	11	12
HSF1 activator	-2.9	5.7	1.6	-0.6	-6.9	-6.8
aSyn UTR inh	10.0	-7.1	12.7	-20.1	16.0	-0.2
HSF1 inh	1.6	-4.9	0.6	5.3	0.9	9.1
HIF act	-0.5	-0.4	-0.4	-0.1	-0.3	-0.3
KLF5 inhibitor	-21.7	-28.3	-7.3	-57.4	-22.1	5.9
HSP90 refold inh	5.7	2.3	-1.0	-3.2	9.5	2.7
HDAC3 inhib	5.3	6.4	-2.4	0.5	-6.9	2.7
AI-2 QS mod	9.2	4.4	17.9	2.0	3.6	16.8
Platelet DG rel	-17.7	-5.2	9.0	4.2	-20.3	6.1
IEC-6 tox	-3.7	-1.9	0.7	-6.5	5.4	-1.4

(further entries)
16: COc1cc2sc3ccc(C#Cc4ccc(N)cc4)cc3c(=O)c2cc1OC
17: C/C(=N\NC(=O)COc1ccccc1-c1ccccc1)c1ccccn1
18: Cc1ccc2[nH]c(=O)c3cc(C(=O)NCC4CCCO4)sc3c2c1 (stereo not drawn)
19: CCn1c(SCC(=O)N2CCN(c3ccccc3F)CC2)nnc1-c1ccoc1C
20: CC1CC(C)CN(S(=O)(=O)c2ccc(NC(=O)CN3C(=O)NC(C)(c4ccccc4)C3=O)cc2)C1 (stereo not drawn)

entry no.	16	17	18	19	20
HSF1 activator	-9.9	-15.8	-1.2	3.4	6.0
aSyn UTR inh	-31.1	114.0*	12.7	3.8	1.5
HSF1 inh	3.3	-0.2	7.0	6.7	-5.7
HIF act	-2.4	6.8	0.1	0.7	-0.6
KLF5 inhibitor	x	27.6	-44.3	-0.1	-13.9
HSP90 refold inh	x	1.9	-4.3	4.4	4.7
HDAC3 inhib	1.2	2.9	-32.7	-4.8	1.2
AI-2 QS mod	-3.4	-3.5	25.5	11.4	24.5
Platelet DG rel	-2.3	-7.1	0.9	0.2	5.4
IEC-6 tox	x	12.4	-5.5	1.1	-0.3

21: CNc1nc(-c2c(C)[nH]c3ccc(OC)cc23)cs1
22: O=[N+]([O-])c1ccc(/C=N/Nc2nc(N3CCCCC3)nc(N3CCCCC3)n2)cc1
23: O=C(Oc1cccc(-n2cnnn2)c1)c1sc2ccccc2c1Cl
24: COc1cccc(C(=O)N2CCN(C3CCCCC3)CC2)c1
25: Cc1ccc(N(CC(=O)NCC2CCCO2)C(=O)CNS(=O)(=O)c2ccc(Cl)cc2)cc1 (stereo not drawn)
26: Cc1nnc(-c2cnn(C)c2N)n1Cc1ccc(Cl)cc1
27: CC1CCN(C(=O)C(=O)c2cn(CC(=O)N3CCCC3)c3ccccc23)CC1

entry no.	21	22	23	24	25	26	27
HSF1 activator	-4.0	1.1	-6.9	10.0	12.5	-0.8	5.2
aSyn UTR inh	-12.9	12.5	-18.8	-8.1	13.7	-14.8	15.3
HSF1 inh	-5.0	-10.6	-6.2	-3.4	3.4	-8.5	7.6
HIF act	1.9	0.0	-0.4	0.3	0.1	-0.3	-0.1
KLF5 inhibitor	-32.5	-36.5	-14.5	-39.1	-8.5	-8.9	-28.9
HSP90 refold inh	4.7	-5.8	-1.4	10.8	-3.8	-1.2	-3.5
HDAC3 inhib	3.5	-0.3	0.0	1.8	-2.3	4.8	2.9
AI-2 QS mod	10.0	1.5	13.8	13.5	13.2	8.0	40.0
Platelet DG rel	-3.4	-25.2	-2.6	-1.9	-2.4	-2.8	-21.4
IEC-6 tox	5.5	-0.1	1.9	0.3	-12.7	-3.4	-7.9

Entries of single compounds as entered above. Order of screens: HSF1 activator, aSyn UTR inh, HSF1 inh, HIF act, KLF5 inhibitor, HSP90 refold inh, HDAC3 inhib, AI-2 QS mod, Platelet DG rel, IEC-6 tox
`O=C(Oc1cccc(-n2cnnn2)c1)c1sc2ccccc2c1Cl` as listed: -6.9, -18.8, -6.2, -0.4, -14.5, -1.4, 0.0, 13.8, -2.6, 1.9
`CC1CCN(C(=O)C(=O)c2cn(CC(=O)N3CCCC3)c3ccccc23)CC1` as listed: 5.2, 15.3, 7.6, -0.1, -28.9, -3.5, 2.9, 40.0, -21.4, -7.9

From PubChem
